NALP1 inh: NALP1 inhibition. S. cerevisiae NALP1/ASC/caspase-1 growth, X-gal OD620, 72 h. inhibition, % at 10 µM. 280,000 tested, 0.61% active. AID 2071; in the data active = inhibition mostly above about 24%, no sharp cut-off; inactive = mostly below about 32%; also: some compounds called inactive have numbers as strong as hits
DNA FID counter: counter-screen for HCV NS3 helicase inhibitors: DNA intercalator displacement; DNA fluorescent intercalator displacement, fluorescence; inhibition, % at 7.9 µM; 290,000 tested, 0.17% active; AID 1845; in the data active = inhibition above about 37%;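 also: 0% = vehicle and 100% = reference compound; higher means more ethidium bromide displaced from hairpin DNA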
OXTR agonist: agonists of human oxytocin receptor | P30559 | CHO-OTR cells, Fluo-8 calcium fluorescence; normalized: DMSO 0%, oxytocin 100% | activation, % at 3 µM | 320,000 tested, 0.32% active;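 active = activation above the mean of all tested compounds plus 3 SD, cutoff set per screening run, cut at about 20% in these data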;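 also: peak over basal fluorescence ratio from a 100 s FLIPR kinetic read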
Target sequence (P30559 whole entry, looked up): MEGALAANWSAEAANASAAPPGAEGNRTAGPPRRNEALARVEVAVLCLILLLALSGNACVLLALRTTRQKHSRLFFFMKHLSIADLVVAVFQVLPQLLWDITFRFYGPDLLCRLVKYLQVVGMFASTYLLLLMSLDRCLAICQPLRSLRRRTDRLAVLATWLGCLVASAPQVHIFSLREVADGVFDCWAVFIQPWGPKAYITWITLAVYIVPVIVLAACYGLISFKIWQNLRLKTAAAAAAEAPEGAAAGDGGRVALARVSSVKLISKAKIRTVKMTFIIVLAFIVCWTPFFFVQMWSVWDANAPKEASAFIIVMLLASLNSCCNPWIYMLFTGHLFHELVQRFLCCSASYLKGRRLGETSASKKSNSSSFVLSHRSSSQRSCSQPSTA
PHOSPHO1 block: inhibitors of human PHOSPHO1 phosphatase; recombinant PHOSPHO1, absorbance phosphatase assay; Q8TCT1; 290,000 tested, 1.1% active; AID 1565; inhibition, % at 13.3 µM; in the data active = inhibition above about 60%
MEKK2 WT-MEK5: raises or lowers MEK5 binding to wildtype human MEKK2 PB1 domain. 290,000 tested, 1.1% active. binding response (% of control), % at 10 µM. Q9Y2U5. bead flow cytometry, Alexa488-MEK5 binding to MEKK2 WT; actives lie on both sides; in the data active = binding response below about 67% or above about 130%
MEKK3 PB1 HTS: MEKK3-MEK5 PB1 interaction, increase or decrease; Q99759; bead-based flow cytometry, Alexa488-MEK5 binding to MEKK3; actives lie on both sides; 0 = blocked by unlabeled MEK5, 100 = vehicle; binding response (% of control), % at 10 µM; 290,000 tested, 1.4% active;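 active = binding response more than 3 SD above or below the average of its plate-row segment, actives on both sides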;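 also: Alexa488 bead fluorescence after subtracting the streptavidin-only scavenger bead signal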
Target sequence (Q99759 whole entry, looked up): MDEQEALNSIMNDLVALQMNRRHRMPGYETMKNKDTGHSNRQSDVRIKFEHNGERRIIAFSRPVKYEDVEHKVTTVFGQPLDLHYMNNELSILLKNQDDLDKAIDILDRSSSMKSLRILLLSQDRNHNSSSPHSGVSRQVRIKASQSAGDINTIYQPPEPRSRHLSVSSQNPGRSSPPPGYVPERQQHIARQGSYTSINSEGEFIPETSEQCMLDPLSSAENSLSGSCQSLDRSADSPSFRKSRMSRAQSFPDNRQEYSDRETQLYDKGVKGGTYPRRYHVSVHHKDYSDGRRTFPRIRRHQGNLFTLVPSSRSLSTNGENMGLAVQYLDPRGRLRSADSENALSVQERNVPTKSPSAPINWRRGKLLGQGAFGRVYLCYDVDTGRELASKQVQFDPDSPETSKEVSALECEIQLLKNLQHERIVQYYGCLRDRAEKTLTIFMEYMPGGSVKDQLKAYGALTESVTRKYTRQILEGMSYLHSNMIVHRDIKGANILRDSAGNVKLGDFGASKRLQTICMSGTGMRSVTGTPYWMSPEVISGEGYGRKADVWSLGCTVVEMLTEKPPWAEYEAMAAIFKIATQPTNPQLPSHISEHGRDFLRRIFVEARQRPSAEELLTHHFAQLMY
GPR7 antagonist: antagonists of human GPR7 (neuropeptides B/W receptor 1). P48145. GPR7-expressing cells, fluorescence antagonist assay. inhibition, % at 4.4 µM. 290,000 tested, 1.1% active. AID 1861; in the data active = inhibition above about 16%, passing the limit was not always enough;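 also: cells stimulated with the agonist NPW; 0% = agonist with vehicle and 100% = vehicle without agonist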
M18AAP inhibitor: blocks P. falciparum M18 aspartyl aminopeptidase; inhibition, % at 7.35 µM; 290,000 tested, 1.2% active; recombinant PfM18AAP, H-Glu-NHMec fluorogenic cleavage;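 active = inhibition above the campaign mean inhibition over all tested compounds plus 3 SD, cut at about 28% in these data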;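 also: 0% = plate median of test compound wells and 100% = 2 mM ZnCl2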
MEKK2 mut-MEK5: signal of MEK5 binding to mutant human MEKK2 PB1 domain; bead flow cytometry, Alexa488-MEK5 binding to MEKK2 mutant; percent response, % at 10 µM; 290,000 tested, 0.35% active; in the data active = percent response above about 24%, passing the limit was not always enough; also: inactives centre near 1; some results filed as inactive read as strong as hits; reference of the scale not given here
An asterisk follows results filed as active; nt = not tested or not shown; [ ] = dose if it differs, or a comment.

SMILES	NALP1 inh	DNA FID counter	OXTR agonist	PHOSPHO1 block	MEKK2 WT-MEK5	MEKK3 PB1 HTS	GPR7 antagonist	M18AAP inhibitor	MEKK2 mut-MEK5
COc1cccc(/C=N/NC(=O)CSc2nnc(C)n2-c2ccccc2)c1OC	0	-30	-0.9	27	88	79	10	12	-8
COC(=O)[C@H](C)NC(=O)Nc1cccc(C)c1	1	3	0.6	0	113	113	-9	-10	15
CC(=O)Oc1cc(O)c2c(=O)c(OC(C)=O)c(-c3ccc(OC(C)=O)c(OC(C)=O)c3)oc2c1	nt	nt	0.9	nt	104	107	nt	nt	2
Cc1ccc(/C=N\NC(=O)c2cncc(Br)c2)o1	18	-6	-1.1	-6	97	101	-12	5	1
CC(C)C(c1nnnn1Cc1ccco1)N1CCN(C2CCCC2)CC1 (configuration not stated)	13	3	-0.6	-4	113	106	-2	-10	9
CC1CC(C)CN(c2nc(N(C)c3ccccc3)nc(N)c2[N+](=O)[O-])C1 (configuration not stated)	11	-28	-2.0	24	95	99	-20	-8	2
O=C(c1ccc(F)cc1)N(Cc1ccco1)C1CCS(=O)(=O)C1 (configuration not stated)	-7	-5	1.2	9	95	94	0	-8	3
CC1(C)COC(/C=C/c2cccc([N+](=O)[O-])c2)=N1	11	6	5.5	35	95	94	-4	5	-4
O=C(CSc1nnc(-c2ccccn2)o1)Nc1ccccc1Cl	12	-9	4.1	-3	99	101	15	6	1
COc1ccc(N(C)C(=O)Cn2c(=O)oc3ccccc32)c(OC)c1	19	-10	-0.5	9	104	103	6	1	3
Cc1ccccc1NC(=O)COc1nsnc1N1CCOCC1	4	-3	0.3	-4	2.0*[inhibitor]	2.0*[inhibitor]	5	-11	-16
Cc1ccccc1OCc1nnc(SCC(=O)Nc2ccc3c(c2)oc2ccccc23)n1C	-19	-1	0.8	13	107	103	-6	0	7
O=c1c2ccccc2nc(N/N=C/c2ccccc2)n1O	-11	-2	0.0	26	99	101	-4	3	1
O=C(COc1ccc2c3c(c(=O)oc2c1)CCCC3)NCc1ccncc1	-5	-17	-0.5	42	102	102	3	-1	-1
Cc1ccc(N=C2NC(=O)C(CC(=O)O)S2)cc1 (configuration not stated)	-2	2	0.2	16	98	98	-7	4	1
COc1ccccc1N1CCN(CCCNC(=O)Nc2ccccc2C)CC1	-11	6	1.7	-5	119	110	-17	6	29*
CCSc1nnc(NC(=O)c2cccs2)s1	-6	-1	0.6	-4	95	86	-4	-6	-5
C=C(c1ccc(OC)cc1)c1ccc(OC)cc1	19	9	-3.1	7	nt	nt	-5	5	nt
COc1ccc(NC(=O)Nc2cccc(Cl)c2Cl)c(OC)n1	6	3	-3.0	39	100	101	-4	-1	4
Cc1cc(NC(=O)c2ccc(Br)o2)ccc1NC(=O)c1ccco1	4	-13	-0.1	15	99	101	-1	0	0
COC(=O)c1ccccc1Oc1ccc(NC(=O)CCCl)cc1	9	-6	6.4	40	92	102	-2	-4	-7
O=C(c1ccccn1)N1N=C2/C(=C/c3ccccc3)CCCC2C1c1ccccc1 (configuration not stated)	18	-21	-2.5	10	95	96	-15	-3	0
C/C(=N\Nc1ccc([N+](=O)[O-])cc1)c1ccc(-n2nncc2C)cc1	36	3	3.1	-15	101	101	0	5	2
CCn1c(COc2cccc(C)c2)nc2ccccc21	42	-18	0.4	15	113	104	-7	-2	7
CCOC(=O)c1c(C)cc(C)[nH]c1=O	2	-1	0.0	36	55	54	-7	-13	-12
COc1cccc(CNCC(=O)Nc2ccc(N3CCOCC3)cc2)c1	-5	-4	1.1	-10	99	99	-9	10	-4
CCOC(=O)c1ccc(N(CC(=O)NC2CCCC2)C(=O)CNC(=O)c2ccco2)cc1	20	-14	0.0	17	101	98	-6	1	5
Cc1noc(C)c1S(=O)(=O)Nc1ccc(C(=O)N2CCCCC2)cc1	38	-8	0.1	-1	95	93	1	11	1
CCSc1nnc(NC(=O)c2nn(C(C)C)c(=O)c3ccccc23)s1	29	-25	0.8	32	109	109	-11	3	6
O=C(CN(Cc1ccccc1F)C(=O)c1csnn1)NC1CCCCC1	27	-13	-1.2	7	101	97	-7	4	2
CCN(CC)c1ccc2cc(-c3nc(-c4ccc(OC)cc4)cs3)c(=O)oc2c1	25	-9	454*	-14	232*	183*	13	16	289*
C=CCOC(=O)C1=C[C@H](c2csc3ccccc23)C[C@H](OCc2ccc(CO)cc2)O1	nt	nt	1.4	nt	84	87	nt	nt	-7
CCO[C@H]1OC(C(=O)O)=C[C@@H](c2csc3ccccc23)[C@@H]1CCCO	-8	-26	0.6	32	103	103	-11	7	5
Cc1ccccc1Nc1nc(N)nc(COC(=O)c2cccc(S(=O)(=O)N(C)C)c2)n1	32	-28	4.1	-19	95	100	-1	-1	-2
CCNC(=O)NC(=O)C(C)OC(=O)c1cccn1C (configuration not stated)	-12	-17	0.0	3	98	102	-5	-2	2
COc1ccc(C2/C=C\CN(C(=O)NC34CC5CC(CC(C5)C3)C4)CC(=O)N2Cc2ccc(F)cc2)cc1 (configuration not stated)	-2	nt	-1.4	18	147*	123	nt	nt	2
CCCCN(C)CCCNC(=O)c1cn(C)c2ccc(S(=O)(=O)N(C)C3CCCCC3)cc2c1=O	18	21	0.1	33	107	103	-6	4	11
Cc1cccc(C)c1OCc1cc(C(=O)N2CCN(Cc3nccn3C)CC2)no1	2	5	0.6	24	106	99	-15	7	2
CCOC(=O)c1sc(N(Cc2ccccc2)C(=O)COC(=O)c2cnccn2)nc1C	3	-8	-0.5	20	101	106	-12	4	0
O=C(NCCN1CCOCC1)c1cc(=O)[nH]c2ccc(Br)cc12	0	-1	0.5	4	nt	nt	-8	-2	nt
Cc1ccc(NC(=O)Cc2ccc(F)cc2)cc1	-10	-1	0.1	-6	103	102	4	-9	0
Cc1ccc(N=C2c3ccccc3C(=O)C2[N+](=O)[O-])cc1C (configuration not stated)	13	1	-0.6	28	99	101	-8	3	-4
COCCNC(=O)CN1C(=O)COc2ccc(S(=O)(=O)N3CCCCCC3)cc21	14	-9	0.0	24	101	99	-12	1	-1
Nc1nnc(Cc2ccc(F)cc2)s1	nt	1	0.8	48	76	74	-14	-1	-11
Cc1ccc(C)c(OCCN2CCOCC2)c1	nt	-2	0.9	nt	110	108	1	-14	9

Taken from the listing, 3 compounds:
SMILES	NALP1 inh	DNA FID counter	OXTR agonist	PHOSPHO1 block	MEKK2 WT-MEK5	MEKK3 PB1 HTS	GPR7 antagonist	M18AAP inhibitor	MEKK2 mut-MEK5
CCNC(=O)NC(=O)C(C)OC(=O)c1cccn1C (configuration not stated)	-12	-17	0.0	3	98	102	-5	-2	2
COc1ccc(C2/C=C\CN(C(=O)NC34CC5CC(CC(C5)C3)C4)CC(=O)N2Cc2ccc(F)cc2)cc1 (configuration not stated)	-2	nt	-1.4	18	147*	123	nt	nt	2
CCCCN(C)CCCNC(=O)c1cn(C)c2ccc(S(=O)(=O)N(C)C3CCCCC3)cc2c1=O	18	21	0.1	33	107	103	-6	4	11

(continued)
SMILES	NALP1 inh	DNA FID counter	OXTR agonist	PHOSPHO1 block	MEKK2 WT-MEK5	MEKK3 PB1 HTS	GPR7 antagonist	M18AAP inhibitor	MEKK2 mut-MEK5
Cc1ccc(C(=O)CSc2nc(C(C)C)nc3ccccc23)cc1	3	-14	-0.4	49	99	103	-6	4	-6
NC(=O)c1ccccc1NC(=O)CN1CCN(Cc2ccc(Cl)cc2Cl)CC1	16	-3	2.1	-18	100	101	0	-4	-2
CN(C(=O)COC(=O)c1cc(NS(=O)(=O)c2cc([N+](=O)[O-])ccc2Cl)ccc1O)C1CCCCC1	21	-4	-1.4	-3	91	84	-2	-3	-3
Cc1cccc([C@@H]2[C@@H]3C(=O)N(C)C(=O)[C@@H]3[C@@H]3C(=O)Nc4ccccc4C(=O)N23)c1	2	-14	0.5	-13	96	97	-6	-4	-3
O=[N+]([O-])c1nn(-c2ccc3c(c2)OCCO3)n(O)c1=NC1CCN(Cc2ccccc2)CC1	3	8	0.8	-10	102	99	5	-5	2
Cc1ccc(OCCSc2nc3ccccc3n2CC(=O)O)cc1C	5	-34	-0.9	29	106	104	-6	-2	3
CCNC(=O)CC1C(=O)N(C)C(=S)N1NC(=O)c1ccc(Cl)cc1 (configuration not stated)	1	-6	0.8	49	106	104	-3	9	12
CCCCNC(=O)Nc1cc(C(=O)OC)ccc1C	-1	-3	-1.7	-2	94	82	-9	-5	-17
Cc1ccc2[nH]c3c(N4CCCCCC4)ncnc3c2c1	26	10	nt	6	nt	nt	4	11	nt
CC(=O)OCC(=O)c1c[nH]c2ccccc12	9	-8	0.0	-1	104	111	-1	8	0
CCOc1ccc(N2C(=O)/C(=C/c3cccs3)N(C)C2=S)cc1	21	-1	-1.2	0	99	102	-10	-2	-2
CCOc1ccc(N(CC(=O)NCCc2ccccc2)C(=O)CCC(=O)Nc2cc(C)ccn2)cc1	7	-43	0.9	42	100	102	-7	-1	-1
C=CCNC(=O)c1ccc2c(c1)N(CC)C(=O)c1ccccc1S2	4	-18	-0.7	13	97	95	2	-3	-1
C/C(=N/NC(=O)CSc1ccccn1)c1ccc([N+](=O)[O-])cc1	32	0	1.2	0	92	94	3	-2	-3
Cn1c(=O)cc(SCC(=O)NCCC2=CCCCC2)c2ccc(Cl)cc21	6	-7	-2.0	-7	87	90	0	-1	-2
Cc1cnc(CNC(=O)C2CCC(=O)N(Cc3ccc(Cl)cc3)C2)[nH]1 (configuration not stated)	1	0	-0.3	13	110	106	-18	2	8
O=C(COc1ccc(S(=O)(=O)N2CCCCC2)cc1)NCc1ccncc1	24	-8	0.1	10	117	117	-13	2	11
COC(=O)c1cccc(Cn2cc([N+](=O)[O-])cn2)c1	9	1	-0.7	48	97	108	2	1	-5
Cc1cccnc1CCNC(=O)C1CCC(=O)N(Cc2cccc(F)c2)C1 (configuration not stated)	4	-12	-0.2	24	106	104	-16	3	6
Cc1cccc(N2C(=O)c3ccc(C(=O)Nc4ccccn4)cc3C2=O)c1	25	-21	-1.3	-12	104	99	5	-1	-5
CCOc1ccccc1C(=O)Nc1cc(OC)ccc1OC	4	-15	-1.5	1	107	101	-10	7	7
CN1CCN(c2nc3c(c(=O)[nH]c(=O)n3C)n2Cc2ccccc2F)CC1	5	-2	0.5	nt	106	109	-9	3	5
COc1cccc(-c2nc(COc3ccc(Cl)cc3Cl)no2)c1	8	-3	2.4	29	99	101	1	-7	7
COc1cccc(CNC(=O)CCCc2c[nH]c3ccccc23)c1	6	-17	1.1	9	107	102	3	-6	7
COC(=O)c1cc(NC(=O)Nc2ccccc2)ccc1Cl	-1	-5	14	-24	107	98	-12	-2	-1
Cc1nc(-c2ccc(C(=O)Nc3cc(S(N)(=O)=O)ccc3C)cc2)cs1	18	-15	0.8	30	111	104	-9	-2	14
O=C(OCCN=C1NS(=O)(=O)c2ccccc21)c1ccncc1	10	0	-0.1	0	92	85	-6	6	-8
COc1cc(/C=C/C(=O)c2ccc(NS(=O)(=O)c3ccc(C)cc3)cc2)ccc1OC(F)F	9	1	0.8	-10	105	101	-4	-4	-1
COc1ccc(C)cc1NC(=O)c1sc2nc(C)nc(N3CCOCC3)c2c1C	3	-14	0.0	23	97	100	-12	-1	-4
COc1ccc(CCNC(=S)NC(=O)c2cc(OC)c(OC)c(OC)c2)cc1OC	14	-8	-2.5	-10	97	103	-11	-1	-3
Cc1nc2oc3ccccc3c(=O)c2cc1C(=O)O	3	0	-0.2	33	107	104	-5	-10	4
Cc1cc(C(F)(F)F)n(-c2nc(C(=O)N/N=C/c3ccc(F)cc3)cs2)n1	9	-7	-1.3	28	95	92	-13	-1	-6
